KOR beta-arrestin-1 – KOR agonists, beta-arrestin recruitment, primary screen, cell-based, luminescence, uHTS (AID 1777). KOR beta-arrestin recruitment, luminescence; higher % means a stronger effect. activation, % at 10 µM, or EC50 in µM where a hit was titrated. hit rate 0.02% among 280,000; in the data active means activation above about 50%, passing the limit was not always enough; further: a part of the inactive calls stands beside numbers as strong as those of hits
KOR beta-arrestin-2 – KOR antagonists, beta-arrestin recruitment, cell-based, luminescence, uHTS (AID 1778); KOR beta-arrestin recruitment, luminescence, antagonist mode; higher % means a stronger effect; inhibition, % at 10 µM, or IC50 in µM where a hit was titrated; hit rate 0.091% among 290,000; further: strong numbers were not always called active
PhoP inhibition – inhibitors of PhoP regulon expression, primary screen, Salmonella Typhimurium, GFP reporter (AID 1863); S. Typhimurium PhoP-regulated promoter GFP reporter, 4 h; higher % means a stronger effect; inhibition, % at 50 µM, or IC50 in µM where a hit was titrated; hit rate 0.16% among 300,000;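 active means inhibition over 29.93%, a cutoff 3 SD above the screen mean, later confirmed by dose response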;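 further: 0% = low Mg2+ inducing control and 100% = high Mg2+ repressing control; strong numbers were not always called active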
Myeloid diff MLP – promotes myeloid progenitor differentiation; calls only at 10 µM; hit rate 1% among 360,000; AID 624256; ER-HoxA9 myeloid progenitors, lysozyme-GFP differentiation, flow cytometry;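 active means normalized GFP-positive differentiation at or above the plate's own cutoff, the solvent-only control mean plus 3 SD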;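 further: cells exposed to compound for four days before flow analysis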
LYP phosphatase – PTPN22 lymphoid phosphatase activity blockers – biochemical, fluorescence intensity, uHTS (AID 1779). recombinant LYP phosphatase, fluorescence intensity; higher % means a stronger effect. inhibition, % at 11.5 µM, or IC50 in µM where a hit was titrated. hit rate 0.054% among 290,000;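 further: plate controls were vehicle with enzyme for no effect and no enzyme for full effect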
HIV fusion peptide – cell-free HIV fusion peptide-binding blockers – biochemical, uHTS, fluorescence dequenching, primary screen (AID 1986); cell-free peptide binding, fluorescence dequenching, 30 min; higher % means a stronger effect; inhibition, % at 20 µM, or IC50 in µM where a hit was titrated; hit rate 0.3% among 290,000; in the data active means inhibition mostly above about 52%, no sharp cut-off; inactive means mostly below about 76%; further: some results filed as inactive read as strong as hits
NOD1 inhibition – NOD1 signaling inhibitors, primary screen, cell-based, luminescence, uHTS (AID 1578); NOD1-driven NF-kB luciferase reporter cells, luminescence; higher % means a stronger effect; inhibition, % at 4 µM, or EC50 in µM where a hit was titrated; hit rate 1% among 290,000; in the data active means inhibition mostly above about 36%, no sharp cut-off; inactive means mostly below about 34%;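 further: HEK-293T reporter cells stimulated with the NOD1 agonist gamma-tri-DAP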
NOD2 inhibition – NOD2 signaling inhibitors, cell-based, luminescence, uHTS, HEK293 (AID 1566) | HEK293 NOD2/NF-kB luciferase reporter, luminescence; higher % means a stronger effect | inhibition, % at 4 µM; hits with a dose series show EC50 in µM | hit rate 0.63% among 290,000; further: many of its hits are not listed in these tables
SIAH1 antagonists – Siah-1 peptide-binding antagonists, primary screen, biochemical, fluorescence polarization, rhodamine-plectin, uHTS (AID 1817). displacement, % at 20 µM; hits with a dose series show IC50 in µM. Siah-1 / rhodamine-plectin peptide fluorescence polarization; higher % means a stronger effect. hit rate 0.02% among 290,000;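 active means displacement of at least 50% at 20 µM, with a fluorescence ratio check between 0.3 and a set limit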;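 further: plate controls were Siah plus tracer with DMSO for no effect and tracer alone without Siah for full effect; strong numbers were not always called active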
Myeloid diff MLP GFP+ MAC1+ % – recorded beside Myeloid diff MLP, whose call it bears; GFP+ MAC1+ double positive, %; measured here: differentiation confirmed by MAC1 staining
Active calls of the source: *; i = inactive; · = not tested or not shown; + = active, no number; [ ] = dose if it differs, or a comment. Unless noted, no stated cut-off is given here; in the data, active means inhibition above about 50%; inactive means the rest. Some of the compounds tested; count on the stated rates, not on these rows.

Results follow in this order: KOR beta-arrestin-1	KOR beta-arrestin-2	PhoP inhibition	Myeloid diff MLP	Myeloid diff MLP GFP+ MAC1+ %	LYP phosphatase	HIV fusion peptide	NOD1 inhibition	NOD2 inhibition	SIAH1 antagonists
1. C=CCn1c(NC(=O)CC)c(C(=O)OCC)sc1=S
  3.1%	-2%	-7%	i	0.3	-3%	2.0%	-22%	-7%	-3%
2. CC(=O)N[C@@H](CS)C(=O)O
  -1.3%	-21%	4%	i	1.8	-5%	-2.3%	-25%	17%	-1%
3. Cc1c(NC(=O)c2ccc(F)c(S(=O)(=O)N3CCOCC3)c2)c(=O)n(-c2ccccc2)n1C
  0.1%	-26%	0%	i	3.3	-3%	-1.0%	-13%	-2%	-1%
4. CC(C)CC1(C)N=C(c2ccccc2)C(=S)N1 (stereo not drawn)
  -3.6%	14%	-5%	i	0.1	-1%	-1.8%	-31%	-11%	-8%
5. CCOC(=O)CC(NS(=O)(=O)c1ccc(OC)c(OC)c1)c1cccc([N+](=O)[O-])c1 (stereo not drawn)
  9.5%	-27%	-6%	i	0.8	-3%	-1.8%	6%	11%	-3%
6. O=C(N/N=C/c1ccoc1)c1ccccc1
  0.2%	-17%	4%	i	0.4	-13%	-2.3%	20%	7%	-2%
7. CCC(C)c1ccccc1OCCCNC1CCCC1 (stereo not drawn)
  ·	1%[20 µM]	7%	i	0.2	-10%	-1.6%	-16%	-9%	3%
8. O=C(c1cc(-c2ccccc2)on1)N1CCN(Cc2ccc3c(c2)OCO3)CC1
  1.8%	-9%	1%	i	7.9	8%	-0.6%	-15%	-22%	1%
9. O=c1c(OC2OC(CO)C(O)C(O)C2O)c(-c2ccc(O)c(O)c2)oc2cc(O)cc(O)c12 (stereo not drawn)
  -0.4%	-16%	3%	i	1.5	-2%	20%	-6%	2%	86%
10. COc1ccc(/C=C/c2nnc(NC(=O)C(C)C)s2)cc1
  -0.4%	0%	-4%	i	0.6	-5%	1.0%	-8%	8%	8%

Continued:
Results follow in this order: KOR beta-arrestin-1	KOR beta-arrestin-2	PhoP inhibition	Myeloid diff MLP	Myeloid diff MLP GFP+ MAC1+ %	LYP phosphatase	HIV fusion peptide	NOD1 inhibition	NOD2 inhibition	SIAH1 antagonists
11. Cc1nn(-c2ncc(C(F)(F)F)cc2Cl)c(=O)n1-c1c(F)cccc1F
  -3.8%	-1%	-2%	i	0.3	-7%	1.3%	-38%	5%	9%
12. O=C(O)CC1S/C(=N\N=C/c2ccccc2O)N(c2ccc(O)cc2)C1=O (stereo not drawn)
  -3.7%	-37%[20 µM]	-7%	i	0.4	1%	0.4%	-18%	3%	-1%
13. O=C(NCc1cccc(Cl)c1)c1ccncc1
  5.6%	5%	0%	i	0.4	-6%	-1.4%	-14%	10%	0%
14. O=C(CNC(=O)c1ccccc1)OCCCOC(=O)CNC(=O)c1ccccc1
  -4.3%	32%	-1%	i	0.4	-7%	-0.3%	-17%	7%	9%
15. CCC(C(=O)Nc1cnccn1)c1ccccc1 (stereo not drawn)
  3.2%	-48%	0%	i	1.4	0%	-0.4%	13%	-7%	-4%
16. CN(c1ccc(C(=O)N2CCOCC2)cc1[N+](=O)[O-])C1CCCCC1
  3.6%	-16%	6%	i	3.1	-3%	-1.7%	-24%	-55%	2%
17. O=C(Nc1cccc2ccccc12)N(CCO)C1CCS(=O)(=O)C1 (stereo not drawn)
  3.6%	-33%	3%	i	0.9	-11%	-0.8%	-21%	-10%	-1%
18. COc1ccc(C(=O)Cc2ccc(F)cc2)c(OC)c1
  14%	9%	-9%	i	0.4	-3%	-2.1%	-56%	-56%	2%
19. O=c1c2ccccc2sc2ccc(Cl)cc12
  14%	7%	-5%	i	0.5	-11%	-2.6%	-49%	-28%	18%
20. COc1cccc(CNC(=O)C2CCCN(S(=O)(=O)c3c(C)noc3/C=C/N(C)C)C2)c1 (stereo not drawn)
  -2.3%	33%	-6%	i	0.6	-1%	-1.4%	-12%	-1%	3%

Following part
Results follow in this order: KOR beta-arrestin-1	KOR beta-arrestin-2	PhoP inhibition	Myeloid diff MLP	Myeloid diff MLP GFP+ MAC1+ %	LYP phosphatase	HIV fusion peptide	NOD1 inhibition	NOD2 inhibition	SIAH1 antagonists
21. Cc1ccc([N+](=O)[O-])cc1NC(=O)CSc1nncn1-c1ccccn1
  -6.6%	8%	-1%	i	3.3	-7%	1.7%	-5%	2%	4%
22. Cc1nc2c(Cl)cccc2[nH]1
  2.6%	-20%	4%	i	0.8	-9%	1.4%	-1%	18%	-1%
23. Cc1cccc(C)c1NC(=O)C1(N(Cc2ccco2)C(=O)CC2NC(=O)NC2=O)CCCCC1 (stereo not drawn)
  -1.5%	10%	5%	i	0.7	-4%	-1.9%	-14%	-5%	1%
24. O=C(NC1CCCC1)c1ccc(Br)s1
  -2.2%	-7%	5%	i	1.2	-7%	-1.5%	-15%	-13%	-3%
25. CCn1cc([N+](=O)[O-])c(C(=O)N2N=C(c3ccc(Cl)c(Cl)c3)CC2c2ccccc2O)n1 (stereo not drawn)
  0.3%	-72%	-3%	i	0.2	4%	-1.4%	-15%	-7%	-5%
26. CCOC(=O)C1CCCN(C(=O)c2ccc(Cn3c(=S)[nH]c4cc(C(=O)OC)ccc4c3=O)cc2)C1 (stereo not drawn)
  -4.5%	6%	0%	i	0.2	-3%	18%	-10%	-24%	23%
27. Cc1cc(C)n(S(=O)(=O)c2ccc(C(C)(C)C)cc2)n1
  -3.5%	19%	-17%	i	7.7	2%	-1.8%	-3%	6%	0%
28. COCCCN1C2=C(C(=O)CC(C)(C)C2)C(c2ccc(O)c(OC)c2)C2=C1CC(C)(C)CC2=O
  8.1%	-13%	0%	i	1.0	-8%	-1.8%	-14%	0%	-1%
29. COC(=O)c1ccccc1NC(=O)CSc1nccn1C
  18%	-22%	1%	i	1.0	1%	-1.3%	-14%	-6%	1%
30. Cn1nc(C(F)(F)F)c2cc(C(=O)Nc3ccc(F)cc3F)sc21
  0.8%	-51%	8%	i	1.3	0%	-0.7%	-1%	2%	-1%

More entries follow.
Results follow in this order: KOR beta-arrestin-1	KOR beta-arrestin-2	PhoP inhibition	Myeloid diff MLP	Myeloid diff MLP GFP+ MAC1+ %	LYP phosphatase	HIV fusion peptide	NOD1 inhibition	NOD2 inhibition	SIAH1 antagonists
31. Cc1ccc(NC(=O)C2C(c3ccccc3)C2(Cl)Cl)c(C)c1 (stereo not drawn)
  -1.5%	1%	4%	i	1.7	2%	1.0%	22%	-1%	-3%
32. O=C(CSc1nc(N2CCOCC2)nc(N2CCOCC2)n1)Nc1ccc(Cl)cc1Cl
  -3.5%	-15%	-4%	i	1.4	-5%	-0.8%	-15%	3%	3%
33. CC1CC(C)CN(CCCNC(=O)Cc2c(C(=O)O)n(C)c3ccccc23)C1 (stereo not drawn)
  5.6%	-31%	-7%	i	7.5	-4%	-0.9%	-13%	-1%	-2%
34. Cc1ccccc1OCC(=O)Nc1ccc2c(c1)C(=O)N(CCC(=O)O)C2=O
  -1.4%	-6%	-2%	i	1.1	-9%	0.0%	-7%	-21%	2%
35. O=c1[nH]c(SCCOc2cccc3ccccc23)nc2ccccc12
  0.6%	-14%	3%	i	0.3	-3%	3.2%	-20%	-41%	13%
36. Cc1c(Cl)cnc(NC(=O)CSc2nncs2)c1Cl
  -4.2%	19%	6%	i	0.7	-7%	-1.7%	-16%	5%	-6%
37. N#C/C(=C(/O)CN1CCN(c2ccccc2F)CC1)c1nc(-c2ccccc2)cs1
  -1.8%	25%	5%	i	1.0	5%	4.2%	31%	34%	1%
38. CC1(C)Cc2c(sc(NC(=O)c3ccc(C(=O)c4ccccc4)cc3)c2C(N)=O)C(C)(C)N1
  6.3%	9%	-4%	+	7.8*	-8%	-3.2%	20%	14%	-5%
39. O=C1NCC(COc2ccc([N+](=O)[O-])cc2)O1 (stereo not drawn)
  -0.3%	-32%	3%	i	0.5	-6%	-1.2%	-5%	-1%	0%
40. CC(=O)Nc1ccc(OCC(O)Cn2nc(C)nc2C)cc1 (stereo not drawn)
  -3.4%	15%	-8%	i	1.4	-3%	0.2%	-12%	13%	-1%

Next part:
Results follow in this order: KOR beta-arrestin-1	KOR beta-arrestin-2	PhoP inhibition	Myeloid diff MLP	Myeloid diff MLP GFP+ MAC1+ %	LYP phosphatase	HIV fusion peptide	NOD1 inhibition	NOD2 inhibition	SIAH1 antagonists
41. CCCCN(C(=O)CNC(=O)c1cccs1)C(C(=O)NC1CCCCC1)c1cccnc1 (stereo not drawn)
  -2.9%	7%	3%	i	1.3	1%	2.8%	-32%	13%	4%
42. CCCS(=O)(=O)N1CCC(C(=O)NCCCOCC)CC1
  1.7%	11%	9%	i	2.0	-5%	-1.7%	14%	14%	0%
43. O=C1CCCc2c1[nH]c1ccccc21
  -0.1%	-1%	17%	i	1.6	-6%	-0.7%	-12%	5%	2%
44. CCOc1ccc(NC(=O)N2CC(C)OC(C)C2)cc1 (stereo not drawn)
  -2.4%	-23%	9%	i	0.4	-5%	-2.0%	-1%	6%	-2%
45. O=C(c1ccc(Cl)cc1)N1CCCC(c2ccccc2)=N1
  1.7%	7%	-5%	i	1.5	-3%	-0.1%	13%	9%	3%
46. O=C(NC1CCCCCC1)c1ccc(CN2CCOCC2)cc1
  2.0%	20%	-2%	i	0.9	-7%	1.4%	-39%	-40%	2%
47. COc1ccc(S(=O)(=O)N2CCCCCC2)cc1N
  -2.1%	-11%	2%	i	0.8	1%	0.3%	-25%	15%	-3%

Rewritten with tabs: entries from further up
no.	SMILES	KOR beta-arrestin-1	KOR beta-arrestin-2	PhoP inhibition	Myeloid diff MLP	Myeloid diff MLP GFP+ MAC1+ %	LYP phosphatase	HIV fusion peptide	NOD1 inhibition	NOD2 inhibition	SIAH1 antagonists
36	Cc1c(Cl)cnc(NC(=O)CSc2nncs2)c1Cl	-4.2%	19%	6%	i	0.7	-7%	-1.7%	-16%	5%	-6%
37	N#C/C(=C(/O)CN1CCN(c2ccccc2F)CC1)c1nc(-c2ccccc2)cs1	-1.8%	25%	5%	i	1.0	5%	4.2%	31%	34%	1%
38	CC1(C)Cc2c(sc(NC(=O)c3ccc(C(=O)c4ccccc4)cc3)c2C(N)=O)C(C)(C)N1	6.3%	9%	-4%	+	7.8*	-8%	-3.2%	20%	14%	-5%
39	O=C1NCC(COc2ccc([N+](=O)[O-])cc2)O1 (stereo not drawn)	-0.3%	-32%	3%	i	0.5	-6%	-1.2%	-5%	-1%	0%
40	CC(=O)Nc1ccc(OCC(O)Cn2nc(C)nc2C)cc1 (stereo not drawn)	-3.4%	15%	-8%	i	1.4	-3%	0.2%	-12%	13%	-1%
41	CCCCN(C(=O)CNC(=O)c1cccs1)C(C(=O)NC1CCCCC1)c1cccnc1 (stereo not drawn)	-2.9%	7%	3%	i	1.3	1%	2.8%	-32%	13%	4%
42	CCCS(=O)(=O)N1CCC(C(=O)NCCCOCC)CC1	1.7%	11%	9%	i	2.0	-5%	-1.7%	14%	14%	0%
43	O=C1CCCc2c1[nH]c1ccccc21	-0.1%	-1%	17%	i	1.6	-6%	-0.7%	-12%	5%	2%
44	CCOc1ccc(NC(=O)N2CC(C)OC(C)C2)cc1 (stereo not drawn)	-2.4%	-23%	9%	i	0.4	-5%	-2.0%	-1%	6%	-2%
